proCasp7 act: procaspase-7 activators, primary screen, counter-screen for procaspase-3 activator project, biochemical, absorbance, HTS, human. recombinant procaspase-7, Ac-DEVD-pNA absorbance 405 nm; D23A/D198A/D206A triple mutant, cannot self-cleave; scale: DMSO 0, 5 µM enzyme 100. activation, % at 8.5 µM. 330,000 tested, 0.093% active. AID 463210, 2010;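 active means percent activation above the screen-wide mean plus 3 SD, cut at about 25% in these data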
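Detection: p-Nitroaniline absorbance at 405 nm, read at 0 and 120 min; system: Uncleavable procaspase-7 mutant enzyme; evaluation: % activation from two-timepoint absorbance difference, scaled to controls; times: 1 h enzyme–compound preincubation and 2 h substrate reaction, both 25 °C; buffer or medium: Zinc-free HEPES pH 7.4 with 300 mM NaCl, 0.01% Triton X-100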
core dimer inh: inhibitors of HCV core protein dimerization, primary screen, biochemical, TR-FRET, high-throughput; TR-FRET GST/Flag-core106 dimerization, 1536-well; 300,000 tested, 0.33% active; inhibition, % at 5 µM; AID 1899, 2009;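 active means inhibition above the mean of all tested compounds plus 3 SD, set per screening campaign, cut at about 45% in these data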
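Test system: GST/Flag-tagged HCV core106 proteins; Medium: KF-containing HEPES buffer, pH 7.45, DTT, CHAPS, BSA; Times: compound-protein-antibody incubation 4 h at 22.5 °C; Detection: TR-FRET 671 and 617 nm emission; Benchmarks: wells lacking GST-core106 and wells with excess unlabelled core106.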
GRK2 inh: compounds blocking aptamer binding on GRK2 – biochemical, human GRK2, bead flow cytometry, HTS, primary screen; Beta-adrenergic receptor kinase 1 (Homo sapiens), P25098; FAM-aptamer displacement from GRK2; inhibition of aptamer binding, % at 10 µM; 330,000 tested, 0.59% active;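 active means inhibition of aptamer binding above 40%, roughly 3 SD of noise, on plates passing a quality check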;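 further: median bead fluorescence of bound FAM aptamer so fluorescent compounds give negative values; no value below 0 was filed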
Target sequence (P25098 whole entry, looked up): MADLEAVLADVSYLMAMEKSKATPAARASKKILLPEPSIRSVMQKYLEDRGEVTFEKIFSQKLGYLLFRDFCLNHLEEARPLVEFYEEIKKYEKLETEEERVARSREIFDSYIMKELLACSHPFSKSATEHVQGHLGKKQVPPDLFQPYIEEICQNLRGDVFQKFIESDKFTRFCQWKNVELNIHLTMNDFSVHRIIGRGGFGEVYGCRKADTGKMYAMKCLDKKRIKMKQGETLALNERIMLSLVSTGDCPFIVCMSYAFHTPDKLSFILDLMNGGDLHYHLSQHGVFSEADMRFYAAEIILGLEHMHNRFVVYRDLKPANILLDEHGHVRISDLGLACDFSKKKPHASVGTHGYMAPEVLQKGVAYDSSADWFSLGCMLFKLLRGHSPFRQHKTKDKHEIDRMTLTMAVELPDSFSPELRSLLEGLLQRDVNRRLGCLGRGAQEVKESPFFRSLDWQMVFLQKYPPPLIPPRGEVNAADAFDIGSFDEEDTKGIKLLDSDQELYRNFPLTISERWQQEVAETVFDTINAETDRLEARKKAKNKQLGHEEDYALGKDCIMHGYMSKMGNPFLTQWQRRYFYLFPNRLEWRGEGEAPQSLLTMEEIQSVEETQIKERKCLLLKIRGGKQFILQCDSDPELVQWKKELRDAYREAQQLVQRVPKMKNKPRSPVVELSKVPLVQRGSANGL
VLA-4 inh: inhibition in human VLA-4 binding assay, primary screen, VLA-4 allosteric modulator project, MLPCN library, flow cytometry, VLA-4 expressing cells; AID 2557, 2010; Integrin alpha-4 (Homo sapiens), P13612; 330,000 tested, 0.2% active; inhibition, % (about 7 µM as worked out from the volumes in the protocol); ligand binding flow cytometry; in the data active means inhibition above about 50%
GASC-1 inh: inhibitors of GASC-1 histone demethylase, primary screen, biochemical, fluorescence, DELFIA europium; Lysine-specific demethylase 4C (Homo sapiens), Q9H3R0; GST-JMJD2C(1-420) H3K9me3 demethylation; inhibition, % at 2.35 µM; 330,000 tested, 0.069% active; AID 2099, 2009;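 active means more than half of a compound's replicate wells show inhibition beyond 50%, single wells judged on their own value; inconclusive means some, but no more than half, of replicates pass 50% inhibition; inactive means no replicate passes 50% inhibition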;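 further: signal counts dimethyl H3K9 product captured on neutravidin plate; 0% = median of DMSO wells and 100% = 0.3 times that DMSO median; strong numbers were not always called active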
PP5 inh: PP5 phosphatase inhibitors, primary screen, biochemical, fluorescence. Serine/threonine-protein phosphatase 5 (Homo sapiens), P53041. purified PP5c, OMFP substrate fluorescence. inhibition, % at 6.7 µM. 320,000 tested, 0.18% active;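 active means inhibition above the campaign's mean inhibition across all tested compounds plus 3 SD, cut at about 9.5% in these data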;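 further: 0% = DMSO only and 100% = 100 µM cantharidin control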
procasp3 activ: activators of human procaspase-3 D3A mutant, primary screen, biochemical, absorbance, PC-3 D3A mutant, single concentration. recombinant procaspase-3 D3A, Ac-DEVD-pNA absorbance 405 nm. 330,000 tested, 0.11% active. activation, % at 8.5 µM. AID 463141, 2010;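 active means activation above the mean of all tested compounds plus 3 SD, cut at about 21% in these data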;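 further: 0% = DMSO alone and 100% = DMSO wells spiked with extra 5 µM PC-3 D3A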
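Assay system: Procaspase-3 D3A mutant, all three cleavage aspartates alanine. Buffer or medium: Zinc-free HEPES saline buffer with Triton X-100. Times: 1 h compound preincubation, 2 h substrate hydrolysis at 25 °C. Measured by: 405 nm absorbance of p-nitroaniline, reads at 0 and 120 min. Read-out basis: percent activation relative to control range. Replicates: singlicate.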
Fh CTSL1 inh: Fasciola hepatica cathepsin L1 inhibitors, primary screen, counter-screen for PFM18AAP inhibitor project, biochemical, QFRET, fluorogenic peptide substrate; 300,000 tested, 0.49% active; inhibition, % at 5.96 µM; recombinant F. hepatica cathepsin L1, Z-Leu-Arg-MCA fluorescence;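 active means inhibition above the mean of all tested compounds plus 3 SD, set per screening campaign, cut at about 17% in these data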;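 further: 0% = plate median of test compound wells and 100% = 1 µM Z-Phe-Ala-diazomethylketone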
PP1 inh: PP1-alpha phosphatase inhibitors, primary screen, counter-screen for PP5 inhibitor project, biochemical, fluorescence, OMFP substrate, single point; Serine/threonine-protein phosphatase PP1-alpha catalytic subunit (Homo sapiens), P62136; purified PP1alpha; 320,000 tested, 0.9% active; inhibition, % at 6.7 µM; AID 2235, 2010;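 active means inhibition above the mean inhibition of all tested compounds plus 3 SD, computed separately for each screening campaign, cut at about 15% in these data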
Target sequence (P62136 whole entry, looked up): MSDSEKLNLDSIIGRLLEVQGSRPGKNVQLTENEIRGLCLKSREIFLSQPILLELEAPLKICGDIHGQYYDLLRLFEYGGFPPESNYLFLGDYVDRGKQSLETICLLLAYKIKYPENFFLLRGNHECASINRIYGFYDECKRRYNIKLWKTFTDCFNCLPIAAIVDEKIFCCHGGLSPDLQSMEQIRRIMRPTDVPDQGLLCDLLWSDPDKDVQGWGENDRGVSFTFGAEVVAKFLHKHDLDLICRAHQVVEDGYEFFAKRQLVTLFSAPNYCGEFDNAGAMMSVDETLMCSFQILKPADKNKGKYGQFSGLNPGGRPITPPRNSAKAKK
* hit, by the source's call; i = inactive; u = inconclusive; x = no result given; & = joins results of further samples.

[1] COc1ccc(C(=O)C(CCC(CNC(C)(C)C)C(=O)c2ccc(OC)cc2)CNC(C)(C)C)cc1 (centres undefined)
[2] Cc1ccc(S(=O)(=O)c2nc(NN(C)C)sc2Cl)cc1
[3] COc1ccc(N(C(=O)CCl)C(C)(C(=O)Nc2c(C)cccc2C)c2ccccn2)cc1 (centres undefined)
[4] CCc1nnc(NC(=O)CSc2nnc(-c3ccccc3NC(=O)c3ccccc3)o2)s1
[5] O=C(Nc1cccc(C(=O)N2CCCCC2)c1)c1ccc(Cl)cc1
[6] O=C(OCC(O)COC(=O)c1cccnc1)c1cccnc1
entry no. | 1 | 2 | 3 | 4 | 5 | 6
proCasp7 act | -6 | 5 | -4 | -2 | 5 | 3
core dimer inh | -1 | -5 | 4 | 9 | -3 | 3
GRK2 inh | 0 | 0 | 0 | 1 | 2 | 0
VLA-4 inh | 16 | 11 | -5 | -3 | 7 | 16
GASC-1 inh | -2 | -14 | 7 | -9&-19 | -3 | -24
PP5 inh | 0.0 | 4.4 | -1.2 | 1.6 | 3.3 | 2.2
procasp3 activ | 2 | 1 | -2 | -6 | -3 | -2
Fh CTSL1 inh | -1 | 5 | -2 | 1 | -1 | -2
PP1 inh | -1 | -1 | -5 | -2 | -1 | 0

[7] COc1cccc2cc(C(=O)NCc3ccco3)c(=Nc3ccc(C(=O)O)cc3)oc12
[8] O=C(CNCc1ccccc1)NCCCN1CCCC1=O
[9] Cc1cc(/C=C2/NC(=O)NC2=O)c(C)n1-c1ccccn1
[10] CCOC(=O)c1ccc(NC(=O)CSc2nc(=O)n3cccc(C)c3n2)cc1
[11] CCCNC(=O)C1(CC2CC(c3ccccc3)=NO2)CCN(C(=O)Cc2ccc(F)cc2)CC1 (centres undefined)
[12] COc1ccc(Br)cc1CNC(=O)C1CCCN(c2nc3ccccc3o2)C1 (centres undefined)
entry no. | 7 | 8 | 9 | 10 | 11 | 12
proCasp7 act | 1 | 3 | 6 | 8 | 4 | 0
core dimer inh | -1 | 13 | -24 | 1 | 1 | -1
GRK2 inh | 0 | 0 | 1 | 1 | 2 | 0
VLA-4 inh | 12 | -4 | i | -3 | 1 | 9
GASC-1 inh | -18 | -17 | -18 | 7 | -5 | 2
PP5 inh | 1.4 | -2.1 | 1.2 | 2.0 | 1.8 | 4.8
procasp3 activ | -10 | 1 | -1 | 16 | -5 | 4
Fh CTSL1 inh | 3 | -8 | 2 | 5 | -4 | 1
PP1 inh | 0 | -1 | -3 | -6 | 1 | 3

Reprinted, compounds 9–11
[9] Cc1cc(/C=C2/NC(=O)NC2=O)c(C)n1-c1ccccn1
[10] CCOC(=O)c1ccc(NC(=O)CSc2nc(=O)n3cccc(C)c3n2)cc1
[11] CCCNC(=O)C1(CC2CC(c3ccccc3)=NO2)CCN(C(=O)Cc2ccc(F)cc2)CC1 (centres undefined)
entry no. | 9 | 10 | 11
proCasp7 act | 6 | 8 | 4
core dimer inh | -24 | 1 | 1
GRK2 inh | 1 | 1 | 2
VLA-4 inh | i | -3 | 1
GASC-1 inh | -18 | 7 | -5
PP5 inh | 1.2 | 2.0 | 1.8
procasp3 activ | -1 | 16 | -5
Fh CTSL1 inh | 2 | 5 | -4
PP1 inh | -3 | -6 | 1

More entries:
[13] Nc1nnnn1/N=C/C=C/c1ccccc1
[14] Cc1ccc(OCC(=O)Nc2ccncc2)c(C)c1
[15] COC(=O)C(C(=O)OC)=C(/C=C/N(C)C)N(C)C
[16] O=C(NCc1ccco1)C1CCN(C(=O)c2ccc(Cl)cc2)CC1
[17] Cc1ccc(NC(=O)c2ccsc2)cc1NS(C)(=O)=O
[18] CN(C)c1nc(C(=O)OCCO)nc(N(C)C)n1
entry no. | 13 | 14 | 15 | 16 | 17 | 18
proCasp7 act | 13 | -3 | 3 | 10 | 1 | 3
core dimer inh | 3 | -7 | 0 | x | -7 | 1
GRK2 inh | 1 | 0 | 0 | 0 | 3 | 3
VLA-4 inh | 14 | -9 | 4 | -3 | -7 | -16
GASC-1 inh | 8 | -4 | 8 | 5 | u | 11&-8
PP5 inh | -0.7 | 5.7 | -0.7 | 0.8 | -2.9 | 7.3
procasp3 activ | -5 | 3 | 10 | 9 | 2 | 7
Fh CTSL1 inh | -2 | -1 | 1 | x | 3 | 0
PP1 inh | 4 | -3 | -7 | -3 | -4 | -2

[19] COCCn1cc(C(=O)NCCN(C)C)c2c3ccccc3n(C)c2c1=O
[20] COc1ccccc1OCCCC(=O)NCc1ccco1
[21] O=C(Nc1ccc(F)cc1F)C1CCCN(c2ncnc3c2nc2n3CCCCC2)C1 (centres undefined)
[22] CCc1cccc(N(C(=O)c2csnn2)C(C(=O)NC2CCCCC2)c2ccncc2)c1 (centres undefined)
[23] Cc1ccc(S(=O)(=O)N[C@@H](Cc2ccccc2)C(=O)N2CCC(C(=O)N[C@@H](CCC(N)=O)C(=O)O)CC2)cc1
[24] COc1ccccc1NS(=O)(=O)c1ccc(C(=O)N2CCCCCCC2)cc1
entry no. | 19 | 20 | 21 | 22 | 23 | 24
proCasp7 act | -5 | -2 | 16 | 6 | 2 | -1
core dimer inh | 3 | 4 | -4 | -2 | 0 | x
GRK2 inh | 0 | 0 | 5 | 2 | 1 | 0
VLA-4 inh | -6 | 11 | -4 | 5 | -1 | 8
GASC-1 inh | 1 | 2 | -1 | 8 | 2 | -4
PP5 inh | 1.7 | -0.7 | 0.1 | -2.8 | 1.8 | -2.3
procasp3 activ | -5 | 1 | 3 | 1 | -2 | 6
Fh CTSL1 inh | -3 | 3 | -3 | -1 | -1 | x
PP1 inh | -2 | 0 | 8 | -4 | -1 | -2

[25] CCCCN(C)C(=O)c1nc2ccccn2c1CNCCCn1ncc2ccccc21
[26] Cc1ccc(-n2nc3ccc(N)cc3n2)cc1
[27] CC[C@@]1(C(=O)OC)N[C@H](CN(C)S(=O)(=O)c2ccc(C(C)(C)C)cc2)[C@@H]2C(=O)N(C)C(=O)[C@@H]21
[28] Cc1ccnc(N2CCN(C(=O)CSc3nc4ccccc4nc3N3CCC(C)CC3)CC2)c1
[29] Cc1cccc(C(=O)c2cn[nH]c2-c2ccc(C)cc2O)c1
[30] CC(=O)OCC(=O)[C@@]12OC(C)(C)O[C@@H]1C[C@H]1[C@@H]3C[C@H](F)C4=CC(=O)C=C[C@]4(C)[C@@]3(F)[C@@H](O)C[C@@]12C
entry no. | 25 | 26 | 27 | 28 | 29 | 30
proCasp7 act | 1 | 6 | 9 | 2 | -3 | 1
core dimer inh | -3 | 5 | x | 14 | -7 | 4
GRK2 inh | 0 | 0 | 2 | 0 | x | 0
VLA-4 inh | -1 | -7 | 36 | 16 | 5 | 13
GASC-1 inh | 1 | -3 | x | 5 | 4 | 25
PP5 inh | 1.1 | 1.1 | x | 2.5 | 2.9 | 1.9
procasp3 activ | 7 | -2 | 3 | 1 | 0 | 19
Fh CTSL1 inh | -2 | 1 | x | -2 | 0 | -19
PP1 inh | -3 | -3 | x | 4 | -4 | -1

[31] COc1cccc(NC(=O)Cn2nnc(C(=O)NCc3ccc4c(c3)OCO4)c2N)c1
[32] CN(C(=O)c1ccc(Br)o1)C1CCS(=O)(=O)C1 (centres undefined)
[33] Cc1cc(C)cc(NC(=S)NCCCN2CCOCC2)c1
[34] CCOc1ccc(N2C(=O)C(c3ccccc3)=C(c3nc4ccccc4s3)C2NC(C)=O)cc1 (centres undefined)
[35] CCOC(=O)c1c(C)[nH]c(C(=O)OC(C)C(=O)NCc2ccccc2)c1C (centres undefined)
[36] CN1CCC(N2CCN(c3cccc(C(F)(F)F)c3)CC2)CC1
entry no. | 31 | 32 | 33 | 34 | 35 | 36
proCasp7 act | 0 | 4 | 6 | 11 | 4 | 18
core dimer inh | 3 | -2 | -11 | 6 | -5 | -9
GRK2 inh | 0 | 0 | 1 | 2 | 1 | 0
VLA-4 inh | 3 | -2 | 0 | i | 30 | 7
GASC-1 inh | -2 | -4 | 5 | -10 | -21 | u
PP5 inh | 0.1 | -2.1 | -1.3 | -0.5 | -0.4 | 0.0
procasp3 activ | 11 | 6 | 6 | -8 | -5 | -5
Fh CTSL1 inh | 1 | -1 | -1 | 0 | 7 | -1
PP1 inh | -1 | -2 | -1 | 0 | -8 | -3

[37] O=C(CCNc1cccc(Cl)c1)c1cccs1
[38] Fc1cccc2sc(Nc3nc4c(F)cccc4s3)nc12
[39] O=C(NCCNc1cc(Cl)ccc1[N+](=O)[O-])c1ccco1
[40] O=C(NC(=S)NCC1CCCO1)c1ccc(Cl)cc1 (centres undefined)
[41] Cc1cc(=O)oc(C)c1C(=O)OCC(=O)c1ccccc1
[42] COc1ccc(N2CCN(C(=O)Cn3c(=O)c4cccn4c4cccnc43)CC2)cc1
entry no. | 37 | 38 | 39 | 40 | 41 | 42
proCasp7 act | -9 | 13 | 2 | -2 | 3 | 3
core dimer inh | -2 | 18 | -5 | 3 | 2 | 9
GRK2 inh | 0 | 6 | 6 | 0 | 3 | 3
VLA-4 inh | x | -8 | 10 | 13 | 15 | 14
GASC-1 inh | -2 | -11 | -13 | 9 | -21 | -4
PP5 inh | 2.6 | -0.3 | -0.3 | 0.4 | 1.1 | 2.3
procasp3 activ | -3 | 7 | 6 | -10 | 2 | 3
Fh CTSL1 inh | 4 | 4 | 3 | 3 | 1 | -4
PP1 inh | 0 | 4 | 0 | -3 | -2 | -1

[43] O=C1CCC2CCCCC2(O)O1 (centres undefined)
[44] CCn1c(SCC(=O)Nc2sccc2C(N)=O)nnc1C1CC1
[45] COc1ccc(S(=O)(=O)N2CCCC(C(=O)N3CCOCC3)C2)cc1OC (centres undefined)
[46] O=c1cc(CO)oc2ccccc12
[47] CC(C)(O)C#Cc1ccc(C(=O)NCCc2ccc(S(N)(=O)=O)cc2)cc1
entry no. | 43 | 44 | 45 | 46 | 47
proCasp7 act | -13 | 5 | -16 | 0 | -1
core dimer inh | 1 | x | -2 | x | -5
GRK2 inh | 0 | 0 | 0 | 3 | 2
VLA-4 inh | -4 | 5 | 2 | 1 | 4
GASC-1 inh | 17 | x | 2 | -2 | -34
PP5 inh | 3.4 | -1.9 | 4.2 | x | 0.6
procasp3 activ | 5 | 5 | 6 | 4 | 4
Fh CTSL1 inh | -6 | x | -3 | x | 1
PP1 inh | -2 | 0 | -2 | x | -7

High-throughput results (PubChem BioAssay)
